ERK EGF inh: blocks ERK signaling stimulated by EGF; 0.41% of 130,000 active; HEK293-V1b, EGF-stimulated phospho-ERK AlphaScreen; Potency, µM (highest dose often 11.5 µM), for inactives: top-dose activity change, negative = inhibition, usual class: inhibitors; active = well fitted inhibition curve with a large enough effect; inconclusive = small, poorly fitted or top-dose-only effect, or effect the other way;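 also: plate controls were stimulated vehicle wells for no effect and unstimulated vehicle basal for full effect; nearly all actives have a fitted effect of over 55% in size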
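After overnight plating in 1% FBS, HEK293-V1b cells received test compound for half an hour, then a 5 min pulse of EGF (25 nM); ERK phosphorylation in lysates was read by bead-based AlphaScreen.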
The depositor's hits bear a star; u = inconclusive; [ ] = another dose, or the depositor's remark. Potency is read from the fitted curve at half-maximal effect.

SMILES | ERK EGF inh
CCCCc1cc(=O)oc2cc(O)cc(O)c12 | u
CCOC(=O)C1CCCN(C(=S)Nc2ccc(OC)cc2)C1 (centres undefined) | 0%
Cn1c(-c2ccccc2)c(C=O)c2ccccc21 | -2%
O=C(Oc1ccc([N+](=O)[O-])cc1)c1cncc(Br)c1 | 8%
O=C(NC(=S)N1CCN(c2ccccn2)CC1)c1ccco1 | -16%
N=C1C(=O)OCC1c1ccccc1NC(=O)CN1CCCCC1 (centres undefined) | -14%
CCOc1ccccc1CN1CCN(C/C=C/c2ccc(OC)cc2)CC1CCO (centres undefined) | u
O=C(/C=C/c1ccc(S(=O)(=O)N2CCOCC2)cc1)NCCCn1ccnc1 | 1%[57.5 µM]
c1ccc(-c2nnc(SCC3CCCCO3)nc2-c2ccccc2)cc1 (centres undefined) | 6%
COc1ccc(C(=O)N2CCC[C@@]3(CCN(Cc4ccccc4)C3)C2)cc1 | 3%
Cc1ccc(O)c(C(=O)c2cnc3c(c2)COc2ccccc2-3)c1 | u
COc1ccc(NC(=S)N(Cc2ccc(Cl)cc2)Cc2ccc(C(=O)O)cc2)cc1Cl | -9%

Random excerpt: 4 entries already listed.
SMILES | ERK EGF inh
COc1ccc(C(=O)N2CCC[C@@]3(CCN(Cc4ccccc4)C3)C2)cc1 | 3%
N=C1C(=O)OCC1c1ccccc1NC(=O)CN1CCCCC1 (centres undefined) | -14%
CCOC(=O)C1CCCN(C(=S)Nc2ccc(OC)cc2)C1 (centres undefined) | 0%
COc1ccc(NC(=S)N(Cc2ccc(Cl)cc2)Cc2ccc(C(=O)O)cc2)cc1Cl | -9%

Other results
SMILES | ERK EGF inh
O=C(COc1ccc2ccccc2c1)Nc1cccc(C(=O)Nc2ccccc2C(=O)O)c1 | 4%
COc1ccc(-n2c(Cc3cccn3C)nnc2SCC(=O)Nc2ccc(C)cc2)cc1 | -1%
Cn1c(COc2ccccc2)nnc1SCC(=O)NNC(=O)C1CCCCC1 | 1%
COc1ccc(/C=N\NC(=O)c2nn(C)cc2Cl)cc1CN1CCOCC1 | 7%
COc1ccc(C(CCNCc2ccccc2F)c2ccc(F)cc2)cc1 (centres undefined) | u
COc1ccccc1/C=C/C=N/n1c(-c2ccncc2)n[nH]c1=S | -8%
CN(C)S(=O)(=O)c1cccc(NC(=O)CNCC2CCCCC2)c1 | 9%
COc1ccc(O)c(C(=O)c2cnc3c(c2)c(=O)[nH]c(=O)n3C)c1 | 7%
Cc1ccc(SCC(=O)Nc2ccc3c(c2)OCCO3)cc1 | -8%
C/C=N/NC(=O)CCNC(=O)c1ccccc1 | 12%
C/C=C/C(=O)OCC(=O)Nc1ccc(SC(F)F)cc1 | -9%
O=C(NCCN1CCN(c2ccccc2)CC1)c1ccc2c(c1)[nH]c(=S)n1c3ccccc3nc21 | -14%
N#Cc1c(-c2cccs2)nc(SCC(=O)c2ccc(Br)cc2)[nH]c1=O | 9%[57.5 µM]
CC(=O)c1cc(C#N)c(N2CCCC2)nc1C | u
O=C(O)c1ccc(-n2ncc3c2/C(=C/c2cccc([N+](=O)[O-])c2)CC3)cc1 | -5%[57.5 µM]
CC(=O)c1cc(F)ccc1OCC(=O)N1CCN(c2ccc(F)cc2)CC1 | -10%
Clc1ccc(CO/N=C2\CCCc3nonc32)c(Cl)c1 | 3%
Cc1cc(NC(=O)CSc2nnc(C)c(=O)n2N)no1 | -1%
CCC(CC)NCC(O)COc1ccc(Br)cc1 (centres undefined) | -10%
COc1ccc(C(=O)NCc2ccc(Cl)c(Cl)c2)cc1OC | 0%
Cc1ccc(Cn2c(=O)c3ccccc3n3nc(C)cc23)cc1 | -2%
Clc1ccc(-c2csc(-c3ccncc3)n2)cc1 | 6%
Cc1[nH]c2ccccc2c1CC#N | -11%[57.5 µM]
COc1ccc(CCNC(=O)C2CC(=O)N(CCc3ccc(C)cc3)C2)cc1OC (centres undefined) | -2%

Shown field by field: part of the list above
Cc1ccc(Cn2c(=O)c3ccccc3n3nc(C)cc23)cc1
  ERK EGF inh: -2%

CC(=O)c1cc(F)ccc1OCC(=O)N1CCN(c2ccc(F)cc2)CC1
  ERK EGF inh: -10%

Clc1ccc(-c2csc(-c3ccncc3)n2)cc1
  ERK EGF inh: 6%

Additional compounds follow.
SMILES | ERK EGF inh
NC(=O)Cn1cnc2nc3n(c2c1=O)CCC3 | -6%
COc1ccc(C(=O)/C=C/C(=O)N(CC(=O)NCCC(C)C)Cc2cccs2)c(O)c1 | u
Cc1cc(=O)[nH]c(-n2ncc(C#N)c2N)n1 | -2%
CCOc1cc(/C=C2/SC(=S)N(CC3CCCO3)C2=O)ccc1O (centres undefined) | u
C=CCOc1ccc(Br)cc1CNC(C)(C)C | 10%
c1ccc(Oc2nc(-c3ccccn3)nc3ccccc23)cc1 | -9%[57.5 µM]
Cc1ccc(SCCC(=O)Nc2nccs2)cc1 | 8%
CCOC(=O)c1oc2ccc(Cl)cc2c1NC(C)=O | -1%
CC(=O)Cn1c(CN2CCCCC2)nc2ccccc2c1=O | 3%
CCCCNC(=O)CSc1nc2ccccc2n1S(=O)(=O)c1ccc(Cl)cc1 | 8%
CCc1ccc(Oc2nc([N+](=O)[O-])nn2C)cc1 | -2%
COc1ccc(C(=O)Nc2c(N)nc(SCC(=O)N3CCCCCC3)[nH]c2=O)cc1OC | 32%

Part of the list above in order of count of non-hydrogen atoms, descending:
SMILES | ERK EGF inh
COc1ccc(O)c(C(=O)c2cnc3c(c2)c(=O)[nH]c(=O)n3C)c1 | 7%
O=C(NC(=S)N1CCN(c2ccccn2)CC1)c1ccco1 | -16%
Clc1ccc(CO/N=C2\CCCc3nonc32)c(Cl)c1 | 3%

Next part
SMILES | ERK EGF inh
Cc1nc2sc(C(c3ccco3)N3CCN(c4cccc(Cl)c4)CC3)c(O)n2n1 (centres undefined) | -5%
COc1cc2c(cc1O)[C@@H]1Cc3cc(OC)c(OC)cc3C(C2)N1C | -10%[57.5 µM]
O=C(/C=C/c1ccco1)NC(=S)Nc1cccc([N+](=O)[O-])c1 | 28%
COc1ccc(OC)c(CCNC(=O)Cn2cccc2C(=O)c2ccccc2C)c1 | 2%
CSCCC(NC(=O)c1ccc([N+](=O)[O-])cc1Cl)C(=O)OCC(=O)C12CC3CC(CC(C3)C1)C2 (centres undefined) | 1%
CCCc1cc(=O)oc2c(C)c3occ(C)c3cc12 | 0%
CCO[C@H]1OC(C(=O)NCc2ccccc2)=C[C@@H](c2ccc(C(F)(F)F)cc2)[C@@H]1CCCO | 0%[57.5 µM]
Cc1ccc(/C=C2/Sc3ccccc3N(CC(=O)NCCCOC(C)C)C2=O)cc1 | 4%
O=S(=O)(Oc1ccc(Cl)cc1)c1cccc2cccnc12 | 6%[57.5 µM]
O=C(CCc1ccccc1)NC(=S)Nc1ccc2c(c1)C(=O)OC2 | 5%
O=S(=O)(Nc1ccc(N2CCCCC2)cc1)c1ccccc1F | 4%[57.5 µM]
CCCCC1C(=O)N(c2ccccc2)N(c2ccc(O)cc2)C1=O (centres undefined) | 5%
O=C(Cc1cccc(C(F)(F)F)c1)NCc1ccc(Cl)cc1 | -6%
CCOC(=O)Nc1nn(-c2ccc(C)cc2)c(=O)c(C#N)c1C | -2%
Cc1ccc(NC(=O)CSc2nc(N)c(-c3ccccc3)c(=O)[nH]2)cc1Cl | -8%[57.5 µM]
CS(=O)(=O)Nc1ccc(C(=O)N2CCc3ccccc3C2)cc1 | 3%
CCN(c1ccccc1)S(=O)(=O)c1ccc(Cl)c(NC(=O)CSc2ncn[nH]2)c1 | 1%
COc1ccc(N2CCN(C(c3nnnn3C3CCCC3)C(C)C)CC2)cc1 (centres undefined) | -1%
Cc1cc(Br)ccc1OCCCCN1CCC(C)CC1 | 7%
COCCNc1nc(C)cc(-c2cc(C(=O)NCc3ccccc3)on2)n1 | -9%[57.5 µM]
COC(=O)c1sc(-c2ccc(Cl)cc2)cc1NC(=O)/C=C/C(=O)O | 4%[57.5 µM]
COc1ccc(NC(=O)Cc2nnc(N)s2)cc1 | -6%[57.5 µM]
O=C(O)c1ccccc1C(=O)N1CCc2c([nH]c3ccccc23)C1C(F)(F)F (centres undefined) | -9%[57.5 µM]
CCNC(=O)NC(=O)C(C)OC(=O)c1ccc(-n2nc(SC)sc2=S)cc1 (centres undefined) | -3%
CC1CC(C)CN(C(=O)Cn2c(-c3nonc3N)nc3ccccc32)C1 (centres undefined) | -3%
N#Cc1c(NC(=O)C2CCCO2)sc2c1CCCCC2 (centres undefined) | -4%
CCc1cccc(C)c1NC(=O)COC(=O)c1c2c(nc3ccccc13)/C(=C\c1cccs1)CCC2 | u
CCOc1ccc(/C=C2/SC(=S)N(C(C(=O)O)c3ccccc3)C2=O)cc1OCC (centres undefined) | -2%
CC(C)NC(=O)CSc1c2c(nc3ccccc13)CCCC2 | -7%[57.5 µM]
COc1ccc(C(c2nnnn2C2CCCCC2)N2CCN(C)CC2)c(OC)c1 (centres undefined) | -7%
COc1ccccc1C1c2c(C)nn(-c3ccccc3)c2NC(=O)C1NC(=O)c1ccccc1 (centres undefined) | -6%
O=C(CSc1ncc(S(=O)(=O)c2ccccc2)c(=O)[nH]1)Nc1ccccc1Cl | 0%[57.5 µM]
O=S(=O)(c1ccccc1)N1CCC2(CCCN(Cc3nccs3)C2)CC1 | 2%
COc1ccc(OC)c(NS(=O)(=O)c2ccc(Cl)nc2)c1 | 0%
Cn1c(SCC#N)nnc1-c1cnccn1 | -7%
CC(=O)OCC(=O)[C@@]12OC(C)(C)O[C@@H]1C[C@H]1[C@H]3C[C@H](F)C4=CC(=O)C=C[C@@]4(C)[C@]3(F)[C@H](O)C[C@@]12C | 10%[25.7 µM]
CCn1c(C)cc(/C=C2\NC(=O)N(CC(=O)Nc3ccc(F)cc3)C2=O)c1C | -7%
O=C(c1csnn1)N1CCC[C@@]2(CCN(c3ncccn3)C2)C1 | 0%
COc1ccc(S(=O)(=O)N(NC2=NS(=O)(=O)c3ccccc32)C(=O)C(C)C)cc1 | -9%
CC1CCC(NC(=O)C2c3ccccc3C(=O)N2Cc2ccc3c(c2)OCO3)CC1 (centres undefined) | 5%
Cc1cccc(NC(=S)Nc2cccc(C)n2)n1 | 6%[57.5 µM]
CCOC(=O)C(CCCP(=O)(c1ccccc1)c1ccccc1)(NC(C)=O)C(=O)OCC | 3%[57.5 µM]
C(=C\c1nc(-c2ccncc2)no1)/c1ccccc1 | 1%
CC1(C)CC(=O)C/C(=N/NC(=O)c2ccc(-c3ccccc3)cc2)C1 | -6%
COc1cc(CNCCc2ccc(S(N)(=O)=O)cc2)ccc1OCC(=O)NC(C)(C)C | -5%
CCNC(=S)N1CCn2c(nc3ccccc32)C1 | 8%
Cn1c(=O)c2c(SCC(=O)N3CCOCC3)nc(C3CCCCC3)nc2n(C)c1=O | -7%
CN(Cc1cn(C)nc1-c1ccccc1F)CC1CCN(Cc2ccccc2)CC1 | -2%[57.5 µM]
COCCn1cnc2c1c(=O)n(CC(=O)c1ccc3c(c1)OCCO3)c(=O)n2Cc1ccccc1 | -4%[57.5 µM]
O=C(COc1ccc(S(=O)(=O)Nc2ccccc2)cc1)NCc1ccncc1 | -4%
O=C(CNc1cccc(C(F)(F)F)c1)N/N=C/c1cccc(Br)c1 | u
CC1CC(=O)Nc2ccccc2N1S(=O)(=O)c1ccc(Cl)cc1 (centres undefined) | -2%[57.5 µM]
Cc1nn(CC(=O)OCC(=O)NC(C)c2ccccc2)c(C)c1[N+](=O)[O-] (centres undefined) | -8%
Nc1cc(C(=O)c2ccccc2)ccc1N1CCOCC1 | 6%
Cc1ccc(NCC(=O)c2ccc([N+](=O)[O-])cc2)cc1 | -1%
COc1cccc2sc(NN)nc12 | 0%
COc1cc(NC(C(=O)Nc2cccc(C(C)=O)c2)c2ccccc2)cc(OC)c1OC (centres undefined) | 11%
O=C(CNS(=O)(=O)/C=C/c1ccccc1)OC1CCOC1=O (centres undefined) | 2%
COc1cc(/C=N/NC(=O)CCn2nnc3ccccc32)ccc1O | -4%
O=C(C1=C[C@@H](c2ccc(Br)cc2)C[C@@H](OCCCCO)O1)N1CCN(Cc2ccccc2)CC1 | -11%[57.5 µM]

Additional entries.
SMILES | ERK EGF inh
Cn1c(SCC(=O)Nc2ccc(Cl)cc2)nc(O)cc1=O | -5%[57.5 µM]
O=C(NC(=S)Nn1cnc2c(cnn2-c2ccccc2)c1=O)c1ccccc1 | -9%
Cn1c(=O)c2c(nc(Sc3ccccc3N)n2C)n(C)c1=O | 12%[57.5 µM]
C=CCn1c(C(C)(C)C)nc2ccccc21 | -9%
Cc1cccc(NC(=O)C2CCN(S(=O)(=O)c3cccc4nsnc34)CC2)c1 | 10%
CC(CCc1ccccc1)NC(=O)CSc1ccccc1 (centres undefined) | 9%
COc1ccc(NC(=O)c2oc3cc(C)c(C)cc3c2C)c(OC)c1 | 6%
Cc1csc(SCC(=O)NC(C)c2ccc(F)cc2)n1 (centres undefined) | 1%
CC1CC(C)CN(C(=O)c2ccc(NC(=O)c3ccc(=O)[nH]c3)cc2)C1 (centres undefined) | 6%
Nn1cc(-c2ccccc2)nc1SCC(=O)NCCc1ccccc1 | -3%
CCOC(=O)N1CCN(C(=O)C2CCN(S(=O)(=O)c3ccc(OC)cc3)CC2)CC1 | -2%
Cc1oc2cc([N+](=O)[O-])c(O)c([N+](=O)[O-])c2c1C(=O)c1ccc(Cl)cc1 | -7%[57.5 µM]

This is a subset; rates above refer to the full screens.
